SUMO Mot1 rescue – inhibitors of SUMOylation pathway: yeast Mot1-301 growth rescue | growth rescue, % at 18.8 µM | S. cerevisiae Mot1-301 growth rescue, ATP luminescence, 38.5C; percent above DMSO median, 100 means doubled | actives 1% (n = 320,000);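 active means every valid replicate shows activation above 250% relative to neutral control wells; inactive means the rest, any valid replicate at or below 250%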;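 further: OY570 slx delta 5 strain wells were the positive control but not used for scaling; some compounds called inactive have numbers as strong as hits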
AddAB inh – less growth of phage-infected E. coli with AddAB; E. coli expressing H. pylori AddAB, absorbance growth; inhibition, % at 11.9 µM; actives 0.29% (n = 330,000); AID 435030; in the data active means inhibition above about 12%;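 further: 0% = vehicle wells of infected cells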
phage Ecoli inh – E. coli growth loss with phage present; growth absorbance; actives 0.26% (n = 360,000); inhibition, % at 11.9 µM; in the data active means inhibition above about 11%
Pemphigus Ab inh – blocks pemphigus antibody binding to human desmoglein-3; P32926; DSG3-coupled beads, scFv-anti-DSG3-GFP binding, flow cytometry; active compounds read low; binding (percent of control), % at 10 µM; actives 0.48% (n = 310,000); AID 588358;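 active means binding more than 3 SD below its plate's average and above zero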;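 further: hits lower antibody fragment binding to DSG3; some compounds called inactive have numbers as strong as hits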
PKA-R1A act – activates the PKA-R1A holoenzyme complex | P00514+P68181 | PKA-R1A dissociation, Cy5-IP20 fluorescence polarization; scaled: DMSO 0%, 113 µM cGMP 100% | activation, % at 11.4 µM | actives 0.083% (n = 340,000) | AID 504707;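 active means percent activation above the mean of all tested compounds plus 3 SD, cut at about 19% in these data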;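 further: higher means more PKAc released from R1A so a rise in polarization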
Arr AP2 block – human beta-arrestin and AP2 interaction inhibition. FITC-arrestin peptide / GST-AP2 beads, flow cytometry; AP2 beta2 appendage carries R879A mutation. inhibition, % at 10 µM. actives 0.31% (n = 340,000);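 active means inhibition above a set limit, near 3 SD of compounds lacking own fluorescence, cut at about 54% in these data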;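 further: plate controls were DMSO wells for no effect and 5 µM unlabelled arrestin peptide for full effect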
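Assay system: GST-AP2 R879A bound to glutathione beads, E. coli-expressed; Medium: PBS with 0.05% Tween 20 and 0.1% BSA; Also added: fluorescein-tagged arrestin peptide at 50 nM final; Timing: 12 min plus 1 h, RT; Measured by: flow cytometry, FL1 (488/535 nm); Evaluation: percent drop in bead-associated FITC signal.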
E coli growth – reduces bacterial viability in AddAB counter-screen; E. coli V3065 growth, OD600 absorbance, 18 h; inhibition, % at 11.9 µM; actives 0.27% (n = 330,000);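 active means inhibition above the campaign's mean inhibition across all tested compounds plus 3 SD, cut at about 9.9% in these data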;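 further: uninfected addAB+ strain grown without phage in ampicillin broth; 0% = DMSO wells and 100% = ciprofloxacin 0.95 µg/ml wells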
MOR-DOR inv ag – inverse agonist of human OPRM1-OPRD1 heterodimerization. P35372+P41143. cell-based MOR-DOR heterodimer luminescence, inverse agonism. inhibition, % at 9.3 µM. actives 0.21% (n = 340,000); in the data active means inhibition above about 22%, passing the limit was not always enough;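 further: 0% = cells with DMSO and 100% = wells without cells with DMSO; values of inactives mirror those of a sister screen read the other way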
Target sequence (P35372 whole entry, looked up): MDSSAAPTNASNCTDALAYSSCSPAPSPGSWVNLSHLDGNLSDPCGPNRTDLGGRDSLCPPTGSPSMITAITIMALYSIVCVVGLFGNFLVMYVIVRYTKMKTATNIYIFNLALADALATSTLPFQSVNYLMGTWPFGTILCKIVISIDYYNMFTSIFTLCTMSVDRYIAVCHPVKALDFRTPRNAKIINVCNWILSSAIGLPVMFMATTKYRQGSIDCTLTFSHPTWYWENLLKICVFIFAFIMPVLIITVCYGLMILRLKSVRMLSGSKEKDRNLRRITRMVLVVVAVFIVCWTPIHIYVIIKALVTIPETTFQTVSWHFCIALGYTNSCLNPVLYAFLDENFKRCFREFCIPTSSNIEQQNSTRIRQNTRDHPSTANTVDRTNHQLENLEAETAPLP
Target sequence (P41143 whole entry, looked up): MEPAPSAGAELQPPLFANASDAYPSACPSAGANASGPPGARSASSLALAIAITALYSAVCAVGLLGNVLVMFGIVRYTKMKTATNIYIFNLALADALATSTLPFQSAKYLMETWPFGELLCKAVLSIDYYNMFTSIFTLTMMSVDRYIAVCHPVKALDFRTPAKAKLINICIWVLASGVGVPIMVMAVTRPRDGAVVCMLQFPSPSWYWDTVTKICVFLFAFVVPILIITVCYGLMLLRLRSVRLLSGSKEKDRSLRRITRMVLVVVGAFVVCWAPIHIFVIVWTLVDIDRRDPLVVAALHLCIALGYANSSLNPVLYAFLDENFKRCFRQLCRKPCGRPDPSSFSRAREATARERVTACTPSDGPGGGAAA
MOR-DOR ag – OPRM1-OPRD1 heterodimerization agonism | P35372+P41143 | actives 0.3% (n = 340,000) | AID 504326 | activation, % at 9.3 µM | cells, luminescence; in the data active means activation above about 18%;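 further: 0% = vehicle-treated cells and 100% = reference agonist; values of inactives mirror those of a sister screen read the other way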
PfHsp90 set2 – reduces growth (ATP signal) of yeast expressing P. falciparum Hsp90; inhibition, % at 9.4 µM; S. cerevisiae expressing PfHsp90, BacTiter-Glo ATP, 48 h; yeast lacking PDR1 and PDR3 efflux regulators; actives 0.32% (n = 310,000); AID 504621;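 active means every replicate shows inhibition above about 80%, whatever the replicate mean, limit read from the data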;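 further: 0% = DMSO neutral controls and 100% = 20 µM radicicol positive controls; yeast relying on Plasmodium falciparum Hsp90 in place of its own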
Tat export inh – E. coli Tat transport inhibition; actives 0.036% (n = 340,000); E. coli MC4100 TorA-mCherry Tat export, fluorescence; inhibition, % at 10 µM; AID 488895;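 active means mean replicate inhibition at least 50% and at least half of replicates individually reaching 50%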;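 further: exported cargo escapes ClpAP degradation while cytoplasmic cargo is degraded and loses fluorescence; 0% = median of neutral control wells and 100% = median of NaSCN control wells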
Numbers without * were called inactive; / = not tested or not shown.

SMILES	SUMO Mot1 rescue	AddAB inh	phage Ecoli inh	Pemphigus Ab inh	PKA-R1A act	Arr AP2 block	E coli growth	MOR-DOR inv ag	MOR-DOR ag	PfHsp90 set2	Tat export inh
O=C(CSC1=NS(=O)(=O)c2cc(F)ccc2N1)Nc1ccccc1F	137.2	0.9	3.2	102.3	-14.1	-0.5	-3.7	-10.8	1.6	15.2	15.5
O=C(Cn1cc(/C=N/NC(=O)c2cccc(C(F)(F)F)c2)c2ccccc21)Nc1ccc(F)cc1	-15.0	-1.4	5.3	102.4	9.3	-6.0	-1.2	-1.1	0.2	/	-7.0
CCOC(=O)Sc1nc2ncncc2[nH]1	/	/	3.7	92.3	-8.5	40.4	/	2.8	-0.5	/	-3.7
CC(=O)c1ccc(OCc2cc(C(=O)N(C)Cc3ccccn3)no2)cc1	-6.3	/	-0.2	104.7	-11.4	-14.7	/	7.9	-1.1	-3.2	-5.3
CC[N+](CC)(CC#Cc1ccccc1)CC(=O)c1ccc(Cl)cc1	115.8	1.6	3.9	/	-5.6	6.3	-0.4	23.7	-4.3	-4.5	10.2
Cc1ccc(OCC(=O)O/N=C(\N)c2ccccn2)cc1C	-1.3	0.6	-1.3	102.0	/	8.8	0.7	/	/	/	/
CSc1ccccc1OCc1cc(C(=O)N2CCC[C@H]2C(N)=O)no1	-2.2	1.5	3.1	92.0	4.2	-0.9	-1.6	12.8	-2.4	30.1	0.8
CCN(CC)c1ccc(/C=N/NC(=S)NCc2ccco2)cc1	9.0	0.9	1.7	108.8	-2.3	-0.5	1.1	-6.1	1.2	-4.3	5.2
O=C(NCc1ccccn1)c1nnc(Cc2ccc(Cl)cc2)o1	160.2	0.5	1.6	105.8	-3.5	1.2	1.0	7.4	-1.3	6.1	0.2
CC(C)[C@H]1COCCS(=O)(=O)N1Cc1cccc(Cl)c1	-6.6	0.8	1.4	104.6	-4.2	-7.5	-1.9	7.7	-1.3	-12.6	0.1
COc1cccc(CN(C)C(=O)CSCC(=O)Nc2cccc(C)c2)c1OC	9.8	-0.3	3.2	99.3	6.1	-6.2	-2.6	19.1	-4.9	5.8	3.0
Cc1c(C(=O)c2cccc(F)c2)c2ccccn2c1CCC#N	/	1.7	1.9	106.5	11.0	-16.6	1.1	7.0	-1.4	-1.3	-7.1
COc1cccc(/C=C(\C(=O)O)c2ccccc2)c1	-6.3	2.1	3.0	104.0	-13.4	7.1	-3.2	12.2	-2.1	-2.6	6.4
Cc1ccc(S(=O)(=O)N(Cc2ccc(F)cc2)Cc2ccco2)cc1	4.5	0.8	2.8	98.5	-11.8	-8.2	0.0	-4.7	1.0	/	5.6
CN(C)CC(C)(C)CNS(=O)(=O)c1ccc(OC(F)(F)F)cc1	2.5	-0.2	2.5	101.7	-4.0	-23.7	-0.2	-1.4	0.3	3.8	-0.7
Cc1ccccc1C(=O)O/N=C(\N)c1cccc([N+](=O)[O-])c1	7.7	1.1	2.7	101.9	-10.8	-5.4	-0.7	-39.9	7.5	8.8	-5.0
CCCSc1nnc(NC(=O)CSc2nc3[nH]c(=O)cc(O)c3s2)s1	-8.3	0.0	-0.2	97.7	4.3	6.0	-0.2	10.2	-2.6	/	3.0
Cc1cc(=O)n2[nH]nnc2n1	3.1	1.9	3.2	95.3	-9.4	-1.2	-0.8	16.7	-3.2	23.0	-3.1
O=C1CCC/C=C\C[C@H](CC(=O)N(CCO)Cc2ccccc2)C(=O)N2CCC[C@@H]2CO1	-8.8	2.4	-1.0	103.0	-9.4	2.0	-2.6	8.7	-1.5	8.7	-2.1
COc1ccc(C(=O)O/N=C(/c2ccccc2)c2ccncc2)cc1OC	-1.4	1.8	1.2	96.5	-15.9	1.1	-0.9	-5.5	1.1	12.7	2.4
NCC(=O)NCC(=O)NC[C@H]1O[C@@H](n2ccc(=O)[nH]c2=O)[C@H](O)[C@@H]1O	/	/	0.2	109.2	-7.9	2.1	/	12.6	-2.7	14.4	0.0
Cc1ccccc1Nc1nc2ccccc2s1	24.7	-2.4	1.7	127.5	-5.3	-2.4	-1.1	-4.5	0.8	24.7	3.3
CCOc1ccc(N2C(=O)CC(N3CCN(c4ccc(C(=O)c5ccncc5)cc4)CC3)C2=O)cc1 (stereo unspecified)	26.6	6.6	3.2	98.5	-16.1	6.4	-0.9	-3.3	0.8	-18.1	-1.5
O=C(CSc1nc(NS(=O)(=O)c2ccccc2)cc(=O)[nH]1)Nc1ccccc1C(F)(F)F	57.0	3.3	3.7	106.6	1.2	0.6	-1.1	3.3	-0.5	-40.9	-1.8
O=C(c1cccc(Cl)c1)N1CCCC(c2ccc(Cl)cc2)=N1	25.1	-0.2	4.3	97.0	-0.7	3.6	2.8	-0.5	0.1	/	4.0
O=C(CCCn1nnc(-c2cccnc2)n1)c1ccc(F)cc1	39.9	3.1	0.2	104.1	-1.6	5.8	0.2	-8.8	1.4	4.8	-4.8
Cc1ccc(S(=O)(=O)Cc2ccc(C(=O)N3CCCCC3C)cc2)cc1 (stereo unspecified)	-9.8	2.3	1.0	98.1	-6.3	-0.5	0.8	13.8	-2.7	-4.4	-4.3
Cc1cc2c(cc1C)NC(c1cccnc1)C1=C(CC(C)(C)CC1=O)N2 (stereo unspecified)	-6.5	-1.0	0.7	105.0	-6.2	30.2	0.2	16.0	-2.8	2.3	-0.8
Cc1ccc2oc(C(=O)N3CCC(C(N)=O)(N4CCCCC4)CC3)c(C)c2c1	15.7	-0.3	0.1	104.1	0.1	6.5	-0.1	-5.7	1.1	-8.3	5.2
CN(C)CCN(CC1CCCN(Cc2ccccc2F)C1)C(=O)c1ccc(Cl)cc1 (stereo unspecified)	-10.2	4.2	1.2	98.9	-1.6	-4.3	1.2	1.0	-0.2	-0.5	3.9
Fc1ccc(N2CCN(C(=S)NCC3CCCO3)CC2)cc1 (stereo unspecified)	12.4	-0.7	4.4	102.1	7.9	2.6	0.2	12.9	-2.5	-5.3	-3.0
Cc1ccc(CNS(=O)(=O)c2c(C)[nH]c(C)c2C(=O)N2CCCC2)cc1	-1.4	3.2	1.2	101.2	-14.7	-7.1	1.4	-22.4	4.4	-9.0	14.1
Cc1ccc(/C=C2\C(=O)NC(=O)N2C)o1	12.7	1.4	-1.0	108.2	1.8	47.9	1.7	14.4	-2.7	7.2	0.5
CN(c1ccccc1)S(=O)(=O)c1ccc(NC(=O)c2ccc(-c3ccccc3)cc2)cc1	-5.2	1.5	1.5	100.4	-21.6	0.4	1.9	-30.6	5.6	/	1.9
CC(=O)c1cccc(NC(=O)C(NC(C)C)c2ccccc2)c1 (stereo unspecified)	/	-0.5	0.5	98.2	2.8	8.1	1.1	3.2	-0.6	17.2	3.1
CC1=NN(C(=O)Cc2ccccc2)C(O)(c2cccnc2)C1 (stereo unspecified)	0.4	-0.9	4.0	/	4.2	1.4	-1.3	10.3	-1.9	17.2	-6.3
N#Cc1ccc(OCC(O)CN2CCN(CC(O)COc3ccc(C#N)cc3)CC2)cc1 (stereo unspecified)	-9.5	2.2	2.7	112.5	3.3	35.7	1.1	-4.7	0.6	0.9	-5.4
CCOC(=O)CNC(=O)/C=C/c1ccc2c(c1)OCO2	-11.9	0.2	2.4	108.6	-2.1	4.9	-2.6	4.8	-0.9	-12.3	-0.1
CSc1ncccc1C(=O)OCc1cccc([N+](=O)[O-])c1	63.3	1.5	3.2	113.4	5.3	33.1	-0.8	-28.9	5.9	/	0.9
Cc1c(CC(=O)O)c(=O)oc2cc3c(cc12)CCC(C)(C)O3	10.5	-0.2	2.3	93.9	2.0	40.5	2.7	8.9	-1.8	2.4	1.9
FC(F)(F)c1ccccc1-n1c(-c2ccco2)n[nH]c1=S	3.5	2.0	1.1	105.5	5.7	-6.0	2.8	7.9	-1.7	-3.0	-11.9
COc1ccc(/C=C2\SC(=S)N(CC(=O)NC3C=CS(=O)(=O)C3)C2=O)cc1 (stereo unspecified)	0.8	3.8	0.0	/	-2.4	-7.0	3.9	8.8	-1.7	-26.7	-13.9
O=c1[nH]c2ccccc2n2c(C(F)(F)F)nnc12	-19.8	-0.6	-1.1	91.3	1.6	1.9	-3.4	10.1	-2.1	-6.3	-1.7
COc1cccc(OCCc2c(C)n[nH]c2C)c1	165.7	0.2	1.6	105.6	5.0	-3.0	-1.5	-0.8	0.1	-5.2	2.1
CC(=O)N1CCN(c2ccc(NC(=O)c3ccc([N+](=O)[O-])cc3Cl)cc2)CC1	-10.0	1.6	4.6	117.2	-2.4	-0.3	-1.7	-3.3	0.6	12.0	5.8
C=CCSc1nnc(-c2cc3c(s2)-c2ccccc2CC3)o1	-2.1	3.6	3.0	105.4	-4.0	2.8	-1.1	-4.2	0.8	-18.0	10.6
Cc1cc(C)c(-c2c(O)c3ccccc3n(C)c2=O)c(C)c1	2.1	1.7	-0.1	111.3	/	3.4	0.2	/	/	/	/
COc1ccc(-c2ccc(CCC(=O)O)n2CC(C)C)cc1	382.4	3.0	2.6	96.7	-6.0	13.5	1.9	6.8	-1.2	/	9.9
O=[N+]([O-])c1ccc(-n2nncc2-c2ccc(Cl)cc2)cc1	-7.7	2.1	0.1	104.9	2.7	-3.4	0.8	-2.0	0.4	-20.5	9.1
Cc1ccc(Nc2oc(C)nc2C#N)cc1	3.2	1.8	0.8	85.4	-15.3	-0.1	0.4	-14.1	2.3	-34.6	5.4
O=C(c1ccc2nc(Cc3cccc(Cl)c3)oc2c1)N1CCC[C@H]1CO	/	0.7	4.0	100.9	-6.9	36.8	-2.4	1.8	-0.3	4.0	-0.9
O=C(CCS(=O)(=O)c1ccccc1)Nc1cccc2c1C(=O)NC2=O	9.1	1.7	-0.5	101.8	0.4	-9.4	1.3	3.0	-0.6	4.9	1.5
